# Assay outcomes (PubChem BioAssay)
# Furin inh: human furin inhibitors, primary screen, biochemical, fluorescence intensity; AID 463115, 2010; actives 0.061% (n = 220,000); purified furin, fluorogenic substrate cleavage; inhibition, % at 30 µM; P09958; in the data active = inhibition above about 25%; also: inactives centre near -15
# Rad51 HR inh: human RAD51 strand exchange inhibitors, primary screen, biochemical, fluorescence. hRad51 DNA strand exchange, fluorescence dequenching. AID 1385, 2008. actives 0.085% (n = 200,000). inhibition, % at 10 µM;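 active = inhibition above 40% at the single screening dose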;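 also: 0% = DMSO control wells and 100% = blanks with heterologous ssDNA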
#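 Read-out basis: percent inhibition relative to plate controls and blanks / Assay system: human Rad51 nucleoprotein filaments preassembled on unlabelled ssDNA / Timing: filaments 15 min 37 °C, then compound 30 min / Control set: per-plate controls and blanks / Technique: fluorescence dequenching at 485/520 nm / Compound: 10 µM final, single point / Also added: Fluorescein- and BHQ1-tagged 47-mer duplex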
# Thrombin inh: human alpha-thrombin inhibitors, primary screen, counter-screen for coagulation protease inhibitor project, biochemical, 1536-well, fluorogenic AMC substrate; inhibition, % at 5 µM; Boc-VPR-AMC fluorogenic substrate cleavage; actives 0.26% (n = 220,000); Prothrombin (Homo sapiens), P00734; AID 1046, 2008;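 active = inhibition at or above 40%; inactive = inhibition below 40%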;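 also: 0% = enzyme with no compound and 100% = wells without enzyme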
#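 Material: Human alpha-thrombin protein | Buffer or medium: pH 7.5 Tris-saline with Tween 20 | Reagent: Boc-VPR-AMC substrate, 15 µM final | Schedule: Reaction at ambient temperature | Detection: AMC fluorescence at 355 nm excitation and 460 nm emission | Evaluation: Percent inhibition scaled between no-compound controls and no-enzyme blanks | Controls: no-compound enzyme wells and no-enzyme blanks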
# hK5 inh: human KLK5 protease inhibitors, primary screen, biochemical, 1536-well | Kallikrein-5 (Homo sapiens), Q9Y337 | recombinant hK5, fluorogenic AMC substrate cleavage | inhibition, % at 5 µM | actives 0.59% (n = 210,000) | AID 873, 2007;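 active = inhibition of 40% or more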;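 also: 0% = enzyme controls without compound and 100% = no-enzyme blanks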
# Target sequence (Q9Y337 67-293 limits assumed): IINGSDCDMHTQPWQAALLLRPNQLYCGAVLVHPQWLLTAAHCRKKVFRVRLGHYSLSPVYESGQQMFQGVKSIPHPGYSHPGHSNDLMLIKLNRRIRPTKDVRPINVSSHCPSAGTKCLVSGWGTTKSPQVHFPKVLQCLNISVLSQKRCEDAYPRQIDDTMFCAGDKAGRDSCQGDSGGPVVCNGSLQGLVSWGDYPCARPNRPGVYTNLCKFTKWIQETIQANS
# NCF1 inh: p47phox/p22phox peptide binding inhibitors, primary screen, biochemical, uHTS, NADPH oxidase regulatory subunit; Neutrophil cytosol factor 1 (Homo sapiens), P14598; fluorescence polarization, 2 h; inhibition, % at 24.7 µM; actives 0.53% (n = 220,000); AID 1274, 2008;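 also: 0% = p47phox with labelled peptide and 100% = labelled peptide alone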
# Target sequence (P14598 whole entry, looked up): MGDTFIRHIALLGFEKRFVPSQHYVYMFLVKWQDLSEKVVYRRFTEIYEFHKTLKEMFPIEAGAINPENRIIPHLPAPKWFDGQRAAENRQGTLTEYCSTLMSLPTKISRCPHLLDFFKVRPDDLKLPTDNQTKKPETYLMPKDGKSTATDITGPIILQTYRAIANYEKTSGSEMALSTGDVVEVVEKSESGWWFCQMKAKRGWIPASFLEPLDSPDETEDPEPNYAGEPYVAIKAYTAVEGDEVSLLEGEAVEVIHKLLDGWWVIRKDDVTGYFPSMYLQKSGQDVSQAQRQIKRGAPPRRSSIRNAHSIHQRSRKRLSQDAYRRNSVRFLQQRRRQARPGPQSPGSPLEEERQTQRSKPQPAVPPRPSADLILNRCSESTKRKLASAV
# 14-3-3 Bad PPI: inhibitors of 14-3-3 zeta/Bad binding, primary screen, biochemical, TR-FRET, bovine 14-3-3 zeta. TR-FRET 14-3-3zeta/Dy647-pBad peptide displacement, 1 h. 14-3-3 protein zeta/delta (Bos taurus), P63103. AID 781, 2007. actives 0.71% (n = 220,000). inhibition, % at 21.7 µM;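 active = inhibition above about 70%, limit read from the data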;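 also: 0% = full 14-3-3 plus peptide FRET controls and 100% = background without 14-3-3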
# Target sequence (P63103 whole entry, looked up): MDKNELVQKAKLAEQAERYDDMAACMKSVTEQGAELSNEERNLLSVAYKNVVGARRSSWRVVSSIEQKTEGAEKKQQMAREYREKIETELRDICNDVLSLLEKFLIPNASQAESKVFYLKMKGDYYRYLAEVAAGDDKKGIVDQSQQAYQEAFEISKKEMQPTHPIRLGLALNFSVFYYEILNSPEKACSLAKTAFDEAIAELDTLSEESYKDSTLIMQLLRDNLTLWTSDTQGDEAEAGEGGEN
# eIF4E 4G PPI: eIF4E–eIF4G protein interaction inhibitors, primary screen, biochemical, uHTS, TR-FRET, eIF4GI fragment. TR-FRET eIF4E-eIF4GI(517-606) binding, 2 h. Eukaryotic translation initiation factor 4E (Mus musculus) + Eukaryotic translation …. AID 782, 2007. actives 0.37% (n = 220,000). inhibition, % at 21.7 µM;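 also: 0% = full FRET control wells and 100% = background wells lacking eIF4GI fragment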
# EBV gp42 inh: Epstein-Barr virus gp42 inhibitors, primary screen, biochemical, uHTS, fluorescence polarization | actives 0.42% (n = 220,000) | inhibition, % (tested at 21.74 µM) | Fluorescence polarization binding assay, mP read-out | Glycoprotein 42 (Epstein-Barr virus (strain AG876)), Q1HVG2; in the data active = inhibition above about 50%
# Cl transport mod: KCC2 cotransporter modulators, thallium flux, primary screen, cell-based, HEK293 KCC2, FluoZin-2 fluorescence, MLSMR; actives 2.2% (n = 190,000); KCC2 cells, thallium flux FluoZin-2 fluorescence; Solute carrier family 12 member 5 (Homo sapiens), Q9H2X9; B-score of Tl+ flux slope (higher = more flux/activation; lower = inhibition) at 10 µM;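 active = thallium flux slope and its plate-corrected score both differing from the plate sample mean at a set confidence after two filtering rounds, in either direction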;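 also: slope of fluorescence scaled to starting intensity during 10 to 20 s after thallium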
# * = called active by the depositor; · = not tested or not shown; [ ] = another dose, or the depositor's remark.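 The calls were made as follows, unless noted: active = inhibition above about 30% (limit read from the data); inactive = the rest.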
SMILES,Furin inh,Rad51 HR inh,Thrombin inh,hK5 inh,NCF1 inh,14-3-3 Bad PPI,eIF4E 4G PPI,EBV gp42 inh,Cl transport mod
CCOc1ncccc1C(=O)OCc1cn2cc(Cl)ccc2n1,-16.4,0.0,-0.8,-23.8,-7.1,2.9,2.6,-19.8,-0.812
O=c1c2c(ncn2C2CCCC2)n(Cc2ccccc2)c(=O)n1CCOc1ccccc1,-5.9,3.1,-0.2,3.3,-12.2,8.6,4.9,-17.4,-0.0912
O=C(c1ccc(Cl)cc1)c1coc2ccc(O)cc12,-5.9[20 µM],-2.5,3.1,-5.8,-8.6,3.8,-0.9,-9.9,-0.0739
CCOc1cc(-c2c(C#N)c(N)nc3c2CCCC3C)ccc1O (centres undefined),-0.2,1.8,-10.8,-8.2,-20.6,-15.3,16.6,-6.3,0.78
O=C(CN1CCN(S(=O)(=O)c2ccc(Cl)s2)CC1)NCc1ccc(Cl)cc1,-9.4[20 µM],·,-10.3,-26.7,-10.1,22.4[fluorescence artefact?],-6.2[fluorescence artefact?],-5.2,-0.0245
COC(=O)/C=C1\S/C(=N/N=C/c2ccccc2)NC1=O,-10.4,3.4,-3.4,0.6,18.4,-2.7,5.0,9.0,-0.709
CCOC(=O)N1CCN(C(=O)Nc2ccc(Cl)cc2)CC1,-9.4[20 µM],3.8,-0.8,3.2,-8.6,16.8[fluorescence artefact?],0.5,-12.7,0.66
CCNC(=O)CN1C(=O)NC2(CCCCCC2)C1=O,-14.0[20 µM],1.0,-6.2,0.3,-11.1,-7.4,1.7,7.7,·
CC(C)OC(=O)C1=C(N)N2C(=O)CSC2=C(C(=O)OC(C)C)C1,3.0[20 µM],-7.3,13.2,36.1,-43.0,-9.6,1.1,-14.5,0.182
CCN(Cc1ccncc1)C(=O)c1ccccc1NS(=O)(=O)c1ccc(Br)cc1,-17.4,·,-4.7,2.7,-0.1,20.0,-5.2,-3.5,-0.587
Cc1cccc(N2C(=O)CN(Cc3sccc3C)C2=S)c1,-9.1,5.9,-5.4,-17.1,-3.8,-18.4,3.7[fluorescence artefact?],-26.6,-1.53
COc1cc(NC(=O)c2ccccc2C)c(OC)cc1NC(=O)CN1CCOCC1,-26.3,-6.5,-10.3,-1.8,29.0,-0.5,2.6,-25.3,0.42
O=C(CCN1CCOCC1)NNC(=S)NC(=O)c1ccccc1,-18.9,-0.2,3.8,-12.1,-6.6,-12.1,0.7,-6.4,0.944
CCC(CC)C(=O)Nc1ccc(S(=O)(=O)Nc2nccs2)cc1,-14.9,-2.3,·,-4.8,-2.1,-3.6,-0.4,-15.6,0.87
N#C/C(=C\c1cccnc1)C(=O)Nc1ccc(C(=O)O)cc1,-16.8,·,0.6,3.6,5.5,-3.4,1.3,-4.6,-0.0248

# 6 records picked at random from those above:
SMILES,Furin inh,Rad51 HR inh,Thrombin inh,hK5 inh,NCF1 inh,14-3-3 Bad PPI,eIF4E 4G PPI,EBV gp42 inh,Cl transport mod
CCOC(=O)N1CCN(C(=O)Nc2ccc(Cl)cc2)CC1,-9.4[20 µM],3.8,-0.8,3.2,-8.6,16.8[fluorescence artefact?],0.5,-12.7,0.66
COc1cc(NC(=O)c2ccccc2C)c(OC)cc1NC(=O)CN1CCOCC1,-26.3,-6.5,-10.3,-1.8,29.0,-0.5,2.6,-25.3,0.42
CC(C)OC(=O)C1=C(N)N2C(=O)CSC2=C(C(=O)OC(C)C)C1,3.0[20 µM],-7.3,13.2,36.1,-43.0,-9.6,1.1,-14.5,0.182
CCN(Cc1ccncc1)C(=O)c1ccccc1NS(=O)(=O)c1ccc(Br)cc1,-17.4,·,-4.7,2.7,-0.1,20.0,-5.2,-3.5,-0.587
COC(=O)/C=C1\S/C(=N/N=C/c2ccccc2)NC1=O,-10.4,3.4,-3.4,0.6,18.4,-2.7,5.0,9.0,-0.709
O=C(CN1CCN(S(=O)(=O)c2ccc(Cl)s2)CC1)NCc1ccc(Cl)cc1,-9.4[20 µM],·,-10.3,-26.7,-10.1,22.4[fluorescence artefact?],-6.2[fluorescence artefact?],-5.2,-0.0245

# Remaining list, next part:
SMILES,Furin inh,Rad51 HR inh,Thrombin inh,hK5 inh,NCF1 inh,14-3-3 Bad PPI,eIF4E 4G PPI,EBV gp42 inh,Cl transport mod
O=C(COC(=O)COc1ccc(Cl)cc1)Nc1ccc(N2CCOCC2)cc1,-26.1,-0.7,-1.8,-4.9,-3.9,-20.5,0.0,0.2,-0.0451
COC(=O)c1ccccc1NC(=O)Nc1ccc(C)cn1,-15.0,16.1,2.8,-17.8,3.1,1.8,-0.9,7.7,0.251
C=C1c2ccc(C)cc2NC(=O)N1c1ccccc1,-13.5[20 µM],2.8,-6.6,-4.7,-0.6,-10.3,-0.4,1.3,1.2
Fc1ccc(CSc2nnc3ccccn23)c(Cl)c1,-21.3,8.2,1.5,-1.1,-4.0,-2.4,-5.5,-6.9,0.47
COC(=O)c1ccc(NC(=O)c2ccco2)cc1,-16.7,7.9,0.1,-16.9,-2.7,-0.2,1.2,-30.1,0
CCc1cccc(CC)c1NC(=S)Nc1cccc(Cl)c1Cl,-23.3,25.7,3.0,2.7,-4.0,-5.8,-2.4,7.3,1.73
Cc1ccc(NC(=O)C(NC2CCCC2)c2ccccc2)cc1Cl (centres undefined),-29.4,·,-0.4,·,-1.2,-3.1,0.8,0.4,-0.699
CN(C1=C(NC(=O)c2ccccc2)C(=O)c2ccccc2C1=O)C1CCS(=O)(=O)C1 (centres undefined),-5.6,·,5.2,-7.9,-7.1,-16.9[fluorescence artefact?],13.3[fluorescence artefact?],11.0,0.458
CSc1nc2ccc(NS(=O)(=O)c3ccccc3F)cc2s1,-4.9,-4.4,-11.8,-18.2,-6.8,-4.8[fluorescence artefact?],-3.0,12.2,-0.0642
Cc1ccc(N(CN2CCCC2=O)C(=O)c2ccc(C)c(C)c2)cc1,-22.6,11.6,0.9,-27.7,-14.7,9.2,3.3,-4.2,·
CCSCc1nnc(SCC(=O)Nc2ccc(F)cc2)n1CC,-21.3,-0.3,0.0,2.8,2.0,-3.5,0.2,-1.4,0.347
O=C(CSc1nnc(-c2ccco2)n1Cc1ccco1)NCc1cccs1,-16.1,-2.4,-1.0,10.0,-8.7,8.6,-6.4,2.9,0.26
Cc1nn(CCC#N)c2[nH]c(=O)cc(C(F)(F)F)c12,-12.3,9.7,-13.2,-6.2,-4.6,9.4,5.2,11.5,-0.0347
O=C(O)CCCC(=O)NS(=O)(=O)c1ccc(Cl)cc1,-13.3[20 µM],2.7,1.7,17.5,-1.4,7.6,-6.9,-12.9,-0.615
CCOC(=O)CSC1=C(C#N)C(c2ccccc2Cl)C(C(=O)OC)C(=O)N1 (centres undefined),-24.2,-0.9,2.3,-16.3,-7.7,-14.3,-2.7,-1.5,0.191
CCCCCCCCCCCC(=O)NC(Cc1ccc(OC)c([N+](=O)[O-])c1)C(=O)O (centres undefined),-12.1,·,-6.6,1.9,-19.6,4.7,-0.6,-26.8,-0.0554
COc1ccc2[nH]c3c(=O)n4c(nc3c2c1)SCCC4,-23.8,·,-4.0,·,·,0.8,-1.5,-10.0,-1.33
C#CCOCCOCCOCCNc1nc(N2CCN(C(=O)Cn3cc(CC(C)O)nn3)CC2)nc(N2CCN(C(=O)[C@H]([C@@H](C)CC)n3cc(CCCN=C(N)N)nn3)CC2)n1 (some centres undefined),-16.1,7.3,7.8,-12.3,-6.8,53.7[fluorescence artefact?],-0.4[fluorescence artefact?],-0.5,0.707
CCC(C)Sc1nc2c(cnn2-c2ccc(C)cc2)c(=O)[nH]1 (centres undefined),-16.1,11.7,0.5,-4.7,8.5,16.8[fluorescence artefact?],-2.7,-15.0,·
COc1cc(C2C(C(C)=O)=C(O)C(=O)N2c2ccc(Br)cn2)ccc1O (centres undefined),-5.0,-4.7,0.6,7.2,-8.0,7.0,-3.0,11.8,·
C=CCNC(=O)c1nc2ccccc2s1,-5.0[20 µM],-6.8,0.0,-3.5,-4.3,-13.1,1.6,-1.4,1.6
Cc1cc(N2CCCC2=O)cc(C)c1S(=O)(=O)NCCOc1ccccc1,-20.6[20 µM],1.8,-8.4,-27.3,-5.2,-14.5[fluorescence artefact?],-4.8[fluorescence artefact?],-13.2,-0.531
N#Cc1cc([N+](=O)[O-])cnc1Nc1ccccc1,7.9,·,1.4,-1.6,-21.6,1.4,2.6,-1.2,0.861
COc1ccccc1NC(=O)c1cc2cc(Br)ccc2cc1O,-23.0,-1.1,-0.7,3.6,-25.7,5.2,7.5,-6.1,-0.114
COc1ccc(NC(=O)c2cc(-c3ccc(OC)c(OC)c3)on2)cc1OC,-29.9,·,-2.2,-8.2,-12.4,1.3[fluorescence artefact?],4.1,-3.2,0.659
CCSc1nnc(NC(=O)CCn2c(=O)oc3ccccc32)s1,-26.6,2.7,-2.3,2.3,2.6,-2.9,-18.7,-11.1,0.225
O=C(C1COc2ccccc2O1)N1CCN(c2ccccc2Cl)CC1 (centres undefined),-19.8,0.3,-24.0,-2.8,2.0,-4.9,-1.9,-2.1,-0.0772
COc1ccc(C(=O)NCCCN2CCOCC2)cc1OC,-7.9[20 µM],-2.1,-0.8,-14.7,-0.1,0.3,2.5[fluorescence artefact?],-2.2,-0.0431
CC(C)(C)NC(=O)NC(=O)CN1CCN(c2ccc(O)cc2)CC1,-19.2,-0.8,-6.8,-6.0,2.7,-1.9,3.3,-5.4,-0.892
O=C(/C(=C/c1cccc(Cl)c1)c1nc2ccccc2[nH]1)c1ccccc1,-16.1,6.8,-14.7,-5.4,-10.9,5.7,-1.8,-13.3,-0.183
COC(=O)c1cccc(NC(=O)COc2cccc([N+](=O)[O-])c2)c1,-19.6,25.5,4.0,-1.8,-5.7,-6.3,2.5,-8.9,0.103
CCO/C(C)=N/n1c2nc3ccccc3nc2c2c(=O)n(CC(C)C)c(C)nc21,-5.3,8.6,1.3,-3.6,-16.4,3.4,-6.2,-4.6,·
COc1ccc(OCc2nnc(NC(=O)Nc3ccccc3F)s2)cc1,-20.3,8.1,-5.1,-4.0,-16.0,2.3,12.7,-17.1,0.327
CC(C)N=C1NN=C(c2ccc(F)cc2)CS1,-21.0,13.1,2.2,-14.2,-11.1,0.8,-3.9,-8.5,0.888
CN(CCCN1CCOCC1)Cc1nc(-c2ccccc2)no1,-14.1,20.7,-8.4,0.2,-6.6,-13.5,0.3,-13.7,0.333
CSC1=C(C#N)C(C)CC(=O)N1 (centres undefined),-24.4,·,-2.8,-7.7,-6.9,-4.9,-4.6,-0.6,-0.768
O=C(Nc1ccccc1[N+](=O)[O-])c1nc[nH]c1C(=O)NCCO,2.5[20 µM],9.1,-4.9,-7.6,-7.7,-4.3,0.9,-16.5,·

# No enrichment for hits. About 4.7% of those tested had a hit in this group.
